TRHR enhancer: qHTS for Small Molecule Agonists and Allosteric Enhancers of Human TRH Receptor: Primary Screen for Enhancers; enhancement, % at 2 µM; TRHR cells, fluo-8 calcium fluorescence, EC20 TRH enhancement; 360,000 tested, 0.66% active; in the data active means enhancement above about 30%; further: 0% is about no effect
Target sequence (P34981 whole entry, looked up): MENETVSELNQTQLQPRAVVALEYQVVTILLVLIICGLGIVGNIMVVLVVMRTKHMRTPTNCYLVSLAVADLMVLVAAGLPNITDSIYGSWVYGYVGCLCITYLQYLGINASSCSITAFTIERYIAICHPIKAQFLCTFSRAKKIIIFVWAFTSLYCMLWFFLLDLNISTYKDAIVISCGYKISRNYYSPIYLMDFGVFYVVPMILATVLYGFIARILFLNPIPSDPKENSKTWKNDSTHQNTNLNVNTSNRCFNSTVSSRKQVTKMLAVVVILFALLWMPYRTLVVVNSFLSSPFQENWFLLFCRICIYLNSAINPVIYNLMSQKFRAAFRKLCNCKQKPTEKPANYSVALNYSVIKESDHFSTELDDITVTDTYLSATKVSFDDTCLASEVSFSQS
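Enhancer read-out: after compound pinning and an initial kinetic agonist-mode read, an EC20 of TRH (10 nM final) was injected and fluo-8 calcium signal (Ex 480/Em 530) followed at 1 s/cycle for 100 cycles in TRHR-expressing cells.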
RXFP1 antagonist: qHTS Assay for Antagonists of the Relaxin Receptor RXFP1 | 350,000 tested, 0.59% active | Relaxin receptor 1 (Homo sapiens), Q9HBX9 | activity change, negative = inhibition, % at 57.5 µM | HEK293-RXFP1, relaxin-stimulated cAMP HTRF, 30 min; stronger effect = lower value | AID 1259400, 2018;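 active means activity change of -60% or lower, but not beyond a set lower limit; inconclusive means change between -60% and -40%, or beyond the set limit; inactive means change above -40%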; further: on the % scale 0 is the no-effect control and ±100 the full control effect
RXFP1 ag: qHTS Assay for Agonists of the Relaxin Receptor RXFP1; Potency, µM (series often up to 57.5 µM), inactives show top-dose activation, most hits filed as activators; HEK293T-RXFP1 cAMP TR-FRET, 30 min; response scale: percent of porcine relaxin response, buffer zero; 370,000 tested, 0.3% active; Relaxin receptor 1 (Homo sapiens), Q9HBX9; further: potency means the concentration at half of the fitted maximal effect; on the % scale 0 is the no-effect control and ±100 the full control effect; nearly all actives have a fitted effect of over 60% in size; many of its hits are not listed in these tables
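HEK293T cells stably expressing RXFP1 were pretreated with the PDE4 inhibitor Ro 20174, exposed to compounds for 30 min at 37C, lysed, and cAMP was read by TR-FRET. Data normalized to buffer (basal) and 29 nM porcine relaxin (100%).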
D1 antagonist: Antagonist of Human D 1 Dopamine Receptor: qHTS. activity change, negative = inhibition, % at 10 µM. D(1A) dopamine receptor (Homo sapiens), P21728. 360,000 tested, 3.2% active. HEK293 TREx D1 cells, calcium flux, dopamine EC80; stronger effect = lower value; in the data active means activity change below about -30%; further: on the % scale 0 is the no-effect control and ±100 the full control effect
Target sequence (P21728 whole entry, looked up): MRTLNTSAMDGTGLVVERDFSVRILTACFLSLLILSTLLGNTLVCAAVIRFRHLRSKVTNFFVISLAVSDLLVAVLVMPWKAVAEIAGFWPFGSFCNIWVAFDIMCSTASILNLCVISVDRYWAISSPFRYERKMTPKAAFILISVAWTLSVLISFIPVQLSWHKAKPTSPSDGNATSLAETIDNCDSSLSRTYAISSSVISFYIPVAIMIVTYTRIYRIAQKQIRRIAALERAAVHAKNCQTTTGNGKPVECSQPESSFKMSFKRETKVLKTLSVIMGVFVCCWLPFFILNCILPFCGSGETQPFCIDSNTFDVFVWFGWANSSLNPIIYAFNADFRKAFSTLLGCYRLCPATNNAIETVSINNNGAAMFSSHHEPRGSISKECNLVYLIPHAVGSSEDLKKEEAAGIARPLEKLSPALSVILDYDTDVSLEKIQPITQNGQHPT
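Allosteric or orthosteric antagonism assessed as attenuation of the calcium response to EC80 dopamine, added 180 s after compound, in induced HEK293 Trex D1 cells loaded with no-wash calcium dye.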
D1 agonist: Allosteric Agonists of the Human D1 Dopamine Receptor: qHTS; activation, % at 2 µM; D(1A) dopamine receptor (Homo sapiens), P21728; 360,000 tested, 1% active; HEK293 T-REx D1 cells, calcium flux, agonist mode; in the data active means activation above about 30%; further: 0% is about no effect
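Tetracycline-induced HEK293 TREx D1 cells, force-coupled to calcium signalling, were dye-loaded with a no-wash calcium kit. Compound was pin-added after a 10 s baseline. Fluorescence was read kinetically at 1 cycle/s for 180 s, with calcium rises flagged as agonism.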
D2 PAM: HTS Assay for Positive Allosteric Modulators of the Human D2 Dopamine Receptor: Primary Screen for Potentiators. 340,000 tested, 0.34% active. HEK293 T-REx D2, calcium flux, EC20 dopamine potentiation. potentiation, % at 10 µM;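 active means potentiation over 3 SD above the plate norm, cut at about 30% in these data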; further: 0% is about no effect
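Potentiation of an EC20 dopamine calcium response is measured in a force-coupled, tetracycline-inducible Hek293 Trex D2 line. Compound-only kinetic reads over 180 s flag agonists before dopamine addition.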
Anesthetic bind: qHTS Assay for Identification of Novel General Anesthetics; apoferritin/1-aminoanthracene competitive binding, fluorescence; Potency, µM (doses to about 77.5 µM), for the others: top-dose activity change, negative = displacement, usual class: inhibitors; 350,000 tested, 0.074% active; AID 485281, 2010; further: potency means the concentration at half of the fitted maximal effect; on the % scale 0 is the no-effect control and ±100 the full control effect; nearly all actives have a fitted effect of over 20% in size
Target sequence (P02791 2-175 limits assumed): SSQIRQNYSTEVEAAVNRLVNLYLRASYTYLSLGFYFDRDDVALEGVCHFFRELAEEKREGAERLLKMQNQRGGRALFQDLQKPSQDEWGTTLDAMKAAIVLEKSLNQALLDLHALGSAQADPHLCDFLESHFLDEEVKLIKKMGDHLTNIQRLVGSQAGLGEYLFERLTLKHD
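In PBS, apoferritin at 10 uM is loaded with 1-AMA from a 50% saturated solution. After 10 min of compound exposure at ambient temperature, reduced 535 nm fluorescence indicates probe displacement.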
TRHR ag: qHTS for Small Molecule Agonists and Allosteric Enhancers of Human TRH Receptor: Primary Screen for Agonists; Thyrotropin-releasing hormone receptor (Homo sapiens), P34981; TRHR cells, calcium flux fluo-8, FDSS agonist mode; activation, % at 2 µM; 360,000 tested, 0.18% active; AID 493084, 2011; in the data active means activation above about 30%; further: 0% is about no effect
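Fluo-8-loaded TRHR cells; 10 s baseline, compound added, kinetic Ca2+ fluorescence read 1/s, agonist mode.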
D1 PAM: Potentiators of Human D1 Dopamine Receptor: qHTS; D(1A) dopamine receptor (Homo sapiens), P21728; HEK293 TREx D1 cells, calcium flux, dopamine EC20 potentiation; potentiation, % at 10 µM; 360,000 tested, 0.036% active; AID 504651, 2011; in the data active means potentiation above about 30%; further: 0% is about no effect
* = called active by the depositor; ? = inconclusive; . = no result given; [ ] = remark or other dose. Unless noted, the call rests on the fitted dose curve; in most records, active means well fitted curve in the direction sought with a large enough effect; inconclusive means small, poorly fitted or top-dose-only effect, or another doubt; inactive means no such curve, though single readings can be large; an effect the other way counts as inactive or inconclusive. Some of the compounds tested; count on the stated rates, not on these rows.

SMILES	TRHR enhancer	RXFP1 antagonist	RXFP1 ag	D1 antagonist	D1 agonist	D2 PAM	Anesthetic bind	TRHR ag	D1 PAM
O=C(CSc1ccccn1)Nc1cccc([N+](=O)[O-])c1	-2	-13	0.4%	-24	6	-6	?	0.0	-6
O=C(COC(=O)c1ccco1)c1ccccc1	3	27	-0.2%	4	2	2	-3%	1.1	6
O=C(c1ccccc1)n1c(=S)nc2ccccn21	-5	.	0.3%	1	0	0	-3%	-0.2	0
C=CCNC(=O)c1ccc(Cn2cc(C(F)(F)F)ccc2=O)cc1	-3	-1	0.9%	-11	5	-3	-3%	0.6	1
Nc1nc(NCCCN2CCOCC2)nc(Nc2ccccc2F)c1[N+](=O)[O-]	11	-25	0.8%	8	1	5	-15%	-0.9	-1
CCCCN(C)C(=O)c1sc2ncn(CC)c(=O)c2c1C	-1	9	4.5%	-13	1	6	-10%	0.2	-7
COc1cccc2c1O/C(=N\O)C(C(=O)Nc1cccc(Br)c1)C2 (stereo unspecified)	1	0	2.2%	-5	15	-6	-14%	0.2	-2
CCOc1ccnc2c1c(=O)n(Cc1cc(OC)cc(OC)c1)c(=O)n2C	-5	2	-1.8%	2	2	4	?	-0.5	-7
CCCN(CC1CC1)C(=S)Nc1ccc(Oc2ccccc2)cc1	-1	-9	-0.3%	-13	5	-6	-15%	0.1	-9
C=CCn1c(SCC(=O)N2CCc3ccccc3C2)nc2sc(C)c(C)c2c1=O	-12	.	2.5%	13	3	-3	-9%	-0.9	2
COc1ccc2[nH]cc(CCNS(=O)(=O)c3ccc(C)cc3)c2c1	2	14	6.2%	-10	6	3	-4%	-0.6	-3
c1ccc(C2(Cn3ccc4ccccc43)OCCO2)cc1	21	5	2.4%	-5	1	8	-6%	-0.4	-6
CCC(c1nnnn1C(C)(C)CC)N(CCCO)Cc1cc2cccc(C)c2[nH]c1=O (stereo unspecified)	-3	-4	0.6%	45	2	-6	-12%	-0.8	-6
COc1cccc(C(=O)NCCS(=O)(=O)N(C)C2CCCCC2)c1	3	9	2.0%	-6	-1	-10	.	-0.2	-8
O=C1Nc2ccccc2Nc2ccccc21	18	-8	2.1%	-5	5	26	-3%	-1.0	4
Cc1[nH]nc2c1C(c1ccsc1)C1=C(CC(C)(C)CC1=O)N2 (stereo unspecified)	-2	12	-0.3%	-8	2	-4	-1%	-0.4	1
Cc1c(NC(=O)CSc2nnnn2C)c(=O)n(-c2ccccc2)n1C	-6	-4	2.2%	-35*	2	-9	-6%	0.1	13
CCCCC1S/C(=N/N=C/c2cccs2)NC1=O (stereo unspecified)	6	7	0.7%	9	1	5	0%	-0.6	5
O=C(Cc1ccc(Br)cc1)N1CCN(c2ccccn2)CC1	-1	12	0.9%	-12	0	4	4%	0.1	-1
CCN(CC)c1ccc(C=Nc2ccccc2)c(O)c1	-6	-1	5.1%	-15	1	6	-5%	0.0	-9
COCCN(Cc1nc2ccccc2c(=O)[nH]1)C(=O)COc1cccc(C(C)=O)c1	0	8	1.1%	-13	2	-3	.	-0.9	-4
CCC1C(=O)N(C)CCc2ccccc21 (stereo unspecified)	-1	7	-0.5%	-6	1	1	0%	-0.1	-2
O=C(Nc1cccc(C(F)(F)F)c1)N1CCN(C(=O)Nc2cccc(C(F)(F)F)c2)CC1	-2	-3	-0.4%	-12	2	-4	-7%	0.9	-5
CCOC(=O)c1cnc2cc(-c3ccc(OCC)cc3)nn2c1-c1ccccc1	-3	-9	?	0	5	.	-7%	0.3	-2
CSc1sc(C)cc1/C=N/O	0	-1	1.0%	-1	2	-1	-17%	-1.4	-8
More records.
SMILES	TRHR enhancer	RXFP1 antagonist	RXFP1 ag	D1 antagonist	D1 agonist	D2 PAM	Anesthetic bind	TRHR ag	D1 PAM
CC(=O)Nc1cccc(N/C(N)=N/c2nc(C)cc(C)n2)c1	-1	2	1.5%	11	-1	2	-6%	1.3	-2
COC(=O)c1[nH]c2cc(C)ccc2c1NC(=O)CN1CCOCC1	8	-18	-0.7%	-12	1	-15	6%	-0.4	-2
Cc1ccccc1-c1nc(CS(=O)(=O)CC(=O)Nc2cc(Cl)cc(Cl)c2)c(C)o1	1	.	0.1%	24	6	.	-6%	0.4	-2
Cc1ccc(-c2nnc(SCC(=O)N3CCN(c4ccccc4)CC3)o2)cc1	-7	-4	0.3%	19	6	6	-3%	0.1	-6
O=C(O)/C=C/C(=O)NNc1ncnc2ccccc12	3	-2	7.3%	3	2	2	-4%	0.7	-4
CCc1nnc(SCc2ccc(F)cc2Cl)c2cc3sccc3n12	4	-2	0.0%	7	0	-2	-8%	0.1	-1
c1ccc2c(CN3CCCCC3)csc2c1	-3	17	3.4%	-2	8	-11	-9%	0.3	-8
O=C(c1ccc(Cl)cc1)N1CCCC(C(=O)N2CCN(c3ccccc3)CC2)C1 (stereo unspecified)	2	2	-1.5%	3	4	2	39%[activator]	-0.5	0
CCN(C(=O)c1cc2c(Cl)nc3ccccc3c2s1)c1cccc(Cl)c1	7	.	-1.7%	0	0	-4	-1%	0.1	-2
O=C(Nc1ccccc1C(F)(F)F)C1CCN(C(=O)c2cccs2)CC1	-2	19	-1.2%	16	-2	9	-7%	0.6	0
Cc1ccc(C(=O)NCCNS(=O)(=O)c2ccccc2)cn1	39*	7	0.1%	16	5	.	-1%	0.0	-1
Cc1ccc(NC(=O)C2CCN(S(=O)(=O)c3ccc4c(c3)oc(=O)n4C)CC2)cc1	-3	4	1.6%	-12	4	-9	-1%	-0.8	-6
COc1cccc(N(C(=O)c2snc(C(N)=O)c2N)C(C(=O)NCC2CCCO2)c2cccs2)c1 (stereo unspecified)	12	?	4.2%	7	1	-6	-15%	0.0	6
CCc1nc(N[C@@H](Cc2c[nH]c3ccccc23)C(=O)O)c2oc3ccccc3c2n1	-1	0	3.3%	-1	3	-6	-17%	0.1	-2
COc1ccccc1-c1nc(SCC(=O)Nc2ccccc2F)n[nH]1	0	-13	3.7%	-12	0	-2	-3%	-1.4	3
COc1ccc(C2N(c3ccc(Cl)cc3)C(=O)C3CCCN32)cc1 (stereo unspecified)	5	-11	-0.6%	-38*	3	4	-12%	-1.0	0
CC(=O)NS(=O)(=O)c1ccc(NC(=O)c2ccc3c(c2)OCO3)cc1	7	6	1.8%	-8	0	11	-4%	-0.4	2
COc1ccc(N2CCN(C(CNC(=O)C(=O)NCCCn3ccnc3)c3cccnc3)CC2)cc1 (stereo unspecified)	-2	-8	0.5%	-5	3	-5	-6%	0.2	-2
CCOC(=O)N1CCN(c2ccc(C(F)(F)F)cn2)CC1	1	-13	0.5%	-22	15	0	-24%	-0.8	-9
CC(=O)Nc1ccc2oc(C)nc2c1	3	10	2.4%	9	6	7	0%	0.3	-2
O=C(NC1=NCCS1)c1cc(-c2ccc(F)cc2)nc2ccccc12	10	-11	0.1%	-37*	-1	-18	-9%	1.5	-4
COc1ccc(CCNC(=O)C2CCN(C(=O)N(C)C)CC2)cc1OC	-6	-10	-1.0%	9	-1	-1	-2%	0.7	4
Cc1ccc(-n2ncc3c(=O)n(CC(=O)N(C)C)cnc32)cc1	-3	3	-0.4%	-2	-1	5	-6%	-0.2	-3
COc1cc(-c2nc3n(n2)C(c2ccncc2)C2=C(CCCC2=O)N3)cc(OC)c1OC (stereo unspecified)	4	-7	-1.0%	-7	-1	8	-2%	0.9	-1
CC(=O)C1=C(C)N(Cc2ccccc2)C(=O)N[C@H]1c1ccco1	-6	.	0.6%	1	7	2	-16%	-0.1	-7

Record cards (already shown).
Profile of `CCOC(=O)N1CCN(c2ccc(C(F)(F)F)cn2)CC1` = TRHR enhancer: 1; RXFP1 antagonist: -13; RXFP1 ag: 0.5%; D1 antagonist: -22; D1 agonist: 15; D2 PAM: 0; Anesthetic bind: -24%; TRHR ag: -0.8; D1 PAM: -9
Profile of `Cc1ccccc1-c1nc(CS(=O)(=O)CC(=O)Nc2cc(Cl)cc(Cl)c2)c(C)o1` = TRHR enhancer: 1; RXFP1 antagonist: .; RXFP1 ag: 0.1%; D1 antagonist: 24; D1 agonist: 6; D2 PAM: .; Anesthetic bind: -6%; TRHR ag: 0.4; D1 PAM: -2
Profile of `COc1ccc(CCNC(=O)C2CCN(C(=O)N(C)C)CC2)cc1OC` = TRHR enhancer: -6; RXFP1 antagonist: -10; RXFP1 ag: -1.0%; D1 antagonist: 9; D1 agonist: -1; D2 PAM: -1; Anesthetic bind: -2%; TRHR ag: 0.7; D1 PAM: 4

Further compounds:
SMILES	TRHR enhancer	RXFP1 antagonist	RXFP1 ag	D1 antagonist	D1 agonist	D2 PAM	Anesthetic bind	TRHR ag	D1 PAM
COC(=O)c1sc2cccc(F)c2c1S(=O)(=O)N1CCN(c2ccc(C)cc2C)CC1	-2	-10	1.0%	4	4	9	7%	0.4	-5
O=C(Nc1cc(C(F)(F)F)ccc1Cl)[C@H](O)CCc1ccccc1	-4	.	.	-8	17	.	.	1.2	-5
Fc1ccc(/C=N/Nc2cc(N3CCOCC3)ncn2)cc1	-7	10	0.9%	-15	1	-1	-5%	-0.7	-4
COc1cccc2c(=O)n(CC(=O)N3CCCCCC3)ccc12	-4	1	2.9%	-20	1	-3	-23%	-0.2	-2
CCOCCCNC(=O)C(NC(=O)c1ccc2c(c1)OCO2)c1ccc(Cl)cc1 (stereo unspecified)	4	-6	0.3%	9	4	-4	-4%	-0.3	2
COc1ccc(C(=O)Nc2cc(C(F)(F)F)ccc2Cl)cc1OC	-1	21	0.3%	8	-1	6	-15%	0.6	-8
COc1ccccc1OCCNC(=O)c1ccc(S(=O)(=O)N(C)C)cc1	0	0	0.3%	-16	4	-2	-13%	0.3	0
N#CC1=C(N)C(C#N)(C#N)C(c2cccnc2)C2COCC=C12 (stereo unspecified)	9	-4	2.3%	-29	1	0	-3%	0.3	1
CC1CC2(CCCC2)N(C(=O)N(C)C)c2ccc(F)cc21 (stereo unspecified)	-3	-5	0.6%	5	0	4	5%	-0.7	0
COc1cccc(-c2nc(SCC(=O)NC3CCCC3)c(-c3ccccc3)[nH]2)c1	-2	-25	1.2%	-8	1	-12	6%	1.3	1

High-throughput results from PubChem BioAssay.
